Source: PubChem
Fibroblast inh = antiproliferative effect on LL 47 fibroblasts – human, LL 47 cells, CellTiter-Glo luminescence, primary screen. LL 47 human lung fibroblast viability, ATP luminescence; hits give low values. viability, % at 10 µM. 1.1% of 85,000 active. AID 719, 2007;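 active = viability at or below 50% in the single dose screen; inactive = viability above 50%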;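 note: compound exposure lasted 72 h before the ATP readout; 100% = median luminescence of untreated cell-only wells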
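Assay system: human lung fibroblast line LL 47, low passage. Input: 1,150 fibroblasts seeded per well. Times: overnight cell rest, 72 h compound treatment at 37 °C. Evaluation: % viability of median cell-only signal. Technique: luminescent ATP detection, CellTiter-Glo. Control set: cell-only wells, no compound.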
HUVEC inhibit = inhibitors of HUVEC proliferation, primary screen, cell-based, 384-well | 1.1% of 86,000 active | CellTiter-Glo luminescence, 72 h; hits give low values | viability, % at 10 µM (by protocol) | AID 648, 2007;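 active = viability at or below 30%; inactive = viability above 30%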;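 note: 100% = median luminescence of DMSO-only cell control wells on each plate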
H69AR growth 86K = proliferation blockers of H69AR lung cancer cells, primary screen, cell-based, human, 86K library; 6% of 85,000 active; H69AR lung tumor viability, ATP luminescence, 72 h; hits give low values; viability, % at 10 µM;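 active = viability at or below 40%; inactive = viability above 40%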;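 note: multidrug resistant small cell line overexpressing MRP-1 efflux transporter; 100% = mean luminescence of untreated control wells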
PTK2B oligo ant = antagonists of Pyk2 self-association, primary screen, Q293 cells, FERM NanoBiT luminescence, HTS. hits give low values. Protein-tyrosine kinase 2-beta (Homo sapiens), Q14289. 0.83% of 99,000 active. z-score (the deposit names both 25 µM and 10 µM);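 active = Z-score of -3 or lower, scaled per plate to the spread of control and sample wells; inactive = z-score above -3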;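 note: negative z-score means lost luminescence so less FERM oligomerization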
Target sequence (Q14289 whole entry, looked up): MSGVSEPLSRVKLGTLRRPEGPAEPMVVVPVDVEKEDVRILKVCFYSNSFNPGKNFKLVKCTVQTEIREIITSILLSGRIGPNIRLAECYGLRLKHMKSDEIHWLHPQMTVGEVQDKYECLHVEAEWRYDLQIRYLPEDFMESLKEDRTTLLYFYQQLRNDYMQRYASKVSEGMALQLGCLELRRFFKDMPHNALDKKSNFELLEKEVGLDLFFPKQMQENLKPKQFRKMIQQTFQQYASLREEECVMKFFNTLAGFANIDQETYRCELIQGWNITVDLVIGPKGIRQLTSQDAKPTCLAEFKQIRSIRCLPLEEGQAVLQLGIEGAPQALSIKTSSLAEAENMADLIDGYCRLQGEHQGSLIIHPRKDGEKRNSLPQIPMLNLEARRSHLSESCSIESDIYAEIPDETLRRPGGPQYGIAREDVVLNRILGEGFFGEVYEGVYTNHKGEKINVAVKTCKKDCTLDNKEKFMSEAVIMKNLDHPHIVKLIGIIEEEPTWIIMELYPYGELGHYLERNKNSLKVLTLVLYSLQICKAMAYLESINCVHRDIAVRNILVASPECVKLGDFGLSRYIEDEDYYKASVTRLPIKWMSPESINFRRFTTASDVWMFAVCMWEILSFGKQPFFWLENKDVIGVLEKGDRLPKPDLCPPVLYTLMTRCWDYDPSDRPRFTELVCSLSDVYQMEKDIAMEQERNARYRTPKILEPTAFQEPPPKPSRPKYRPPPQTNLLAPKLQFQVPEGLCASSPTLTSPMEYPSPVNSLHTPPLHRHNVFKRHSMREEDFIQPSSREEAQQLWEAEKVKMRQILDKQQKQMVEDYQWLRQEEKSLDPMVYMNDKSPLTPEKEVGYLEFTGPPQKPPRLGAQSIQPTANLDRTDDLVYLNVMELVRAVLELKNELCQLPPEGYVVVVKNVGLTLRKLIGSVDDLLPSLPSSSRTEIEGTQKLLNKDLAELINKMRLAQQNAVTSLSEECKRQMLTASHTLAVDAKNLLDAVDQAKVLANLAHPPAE
HUVEC tox IL1B = cytotoxicity in IL-1B stimulated HUVEC, primary screen, cytotoxicity control for IL-1B NFkB translocation project, imaging, Hoechst nuclear count, IL-1B stimulus; HUVEC cell count loss; cell count reduction, % at 2 µM; 0.41% of 94,000 active; AID 845, 2007;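 active = cell count reduction more than 3 SD above the screen-wide mean, cut at about 70% in these data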;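 note: normalized per plate to untreated control cells as the no-loss baseline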
VCAM1 TNFa inh = inhibitors of TNFa-induced VCAM1 expression, primary screen, imaging, HUVEC, TNFa stimulus, immunofluorescence; inhibition, % at 2 µM; 0.48% of 95,000 active; HUVEC TNFa-induced VCAM-1 immunofluorescence, high-content imaging; AID 802, 2007;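 active = inhibition above the batch mean plus 3 SD, with images confirmed as a hit by eye, cut at about 37% in these data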;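 note: 0% = TNF-stimulated DMSO wells and 100% = unstimulated control wells; not every result past the cut was called active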
HUVEC tox TNFa = cytotoxicity in TNFa-stimulated HUVEC, primary screen, cytotoxicity control for VCAM1 expression modulator project, imaging, Hoechst nuclei count. HUVEC TNFalpha-stimulated, Hoechst cell count. cell count reduction, % at 2 µM. 0.17% of 93,000 active. AID 848, 2007;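 active = cell count reduction exceeding the screen mean by over 5 SD, scaled to untreated wells per plate, cut at about 78% in these data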;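 note: cells counted after 24 h of TNF alpha exposure following the 1 h pretreatment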
Smad3 inh = Smad3/FoxH1 peptide binding inhibitors, primary screen, biochemical, TR-FRET; TR-FRET Smad3/Dy647-FoxH1 peptide binding, europium anti-His; inhibition, % at 25 µM; 0.29% of 88,000 active; Mothers against decapentaplegic homolog 3 (Homo sapiens), P84022;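 active = compounds that reduce the energy-transfer binding signal between the protein and its labelled peptide by more than half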;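 note: 0% = Smad3 plus labelled peptide maximal FRET and 100% = peptide-only background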
cytoskel mod = modifiers of F-actin cytoskeleton organization, primary screen, imaging, HUVEC, phalloidin staining, high-content imaging; HUVEC TNFa F-actin phalloidin imaging; inhibition, % at 2 µM; 0.18% of 91,000 active;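 active = inhibition above the batch mean plus 3 SD and confirmed as a hit by visual image inspection, cut at about 30% in these data, passing the limit was not always enough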; note: strong numbers were not always called active
Numbers without * were called inactive; · = not tested or not shown; [ ] = remark or other dose. These rows are one share of the data (hit frequency here may not be typical).

Under each structure – Fibroblast inh	HUVEC inhibit	H69AR growth 86K	PTK2B oligo ant	HUVEC tox IL1B	VCAM1 TNFa inh	HUVEC tox TNFa	Smad3 inh	cytoskel mod
O=C(C(c1ccccc1)c1ccccc1)N1CCN(Cc2ccncc2)CC1
→ 97	99	92	0.98	-15	20	-54	6	2
Cc1nnc(SCC(=O)N2CCN(S(=O)(=O)c3ccccc3)CC2)n1Cc1ccccc1
→ 106	105	72	0.28	-19	20	10	13	-15
COc1ccc(NC(=O)C23CCC(C)(C(=O)O2)C3(C)C)cc1 (stereo not drawn)
→ 97	95	89	0.56	-29	-1	3	2	7
CCCCOC(=O)CSC1=C(C#N)C(c2ccccc2OC)C(C#N)C(=O)N1 (stereo not drawn)
→ ·	·	·	-1.9	-24	-16	-2	·	-22
O=C(Nc1cnn(C23CC4CC(CC(C4)C2)C3)c1)c1cnn2c(C(F)(F)F)cc(-c3ccco3)nc12
→ 76	80	90	0.52	-9	5	-23	3	-1
Cn1c(SCC(=O)N2CCN(c3ccccc3)CC2)nnc1-c1ccccc1
→ 100	114	100	0.17	-3	-2	-9	-3	16
CS(=O)(=O)N(CC(=O)N1CCN(c2ccc(F)cc2)CC1)c1ccc(F)c(Cl)c1
→ 104	106	89	-0.44	10	10	6	4	-13
CCCS(=O)(=O)NCCc1cc2ccc(OC)cc2[nH]c1=O
→ 98	102	96	·	·	·	·	8	·
CC(=O)c1sc(NC(=O)CN2C(=O)CCC2=O)nc1C
→ 92	105	94	0.74	-9	-5	9	9	8
COc1ccccc1NC(=O)c1ccccc1SC
→ 102	107	98	0.04	0	15	-19	11	4
Cc1ccc(-c2nnc(CSc3nnc(C)s3)o2)cc1
→ 101	93	98	-0.31	8	10	-21	-6	16
C=CCn1c(C)cc(C(=O)COC(=O)COc2ccccc2C#N)c1C
→ 95	84	100	0.39	-12	1	26	-7	-12
N#Cc1nc(-c2ccc(OCc3ccccc3Cl)cc2)oc1NCCCn1ccnc1
→ 62	2.6*	94	·	-1	-14	-32	12	-21
Cc1cc(CC(=O)O)c(C)cc1CC(=O)O
→ 100	97	99	0.38	-20	-1	-13	7	7
COc1ccc(C(=O)CC(c2ccccc2)C2CCCCC2=O)cc1 (stereo not drawn)
→ 95	101	94	-0.73	-9	-1	-24	-3	·
CC(=O)Cc1nsc(NC(=O)c2ccc(Br)o2)n1
→ 102	93	88	0.3	-16	-8	4	-6	6
CN(C(=O)COc1nnc(-c2cccs2)c(-c2cccs2)n1)c1ccccc1
→ ·	98	63	-0.57	29	16	-35	7	-1
CCC(=O)Nc1cc(NC(=O)CSc2ncc(-c3ccc(F)cc3)n2Cc2ccco2)ccc1C
→ 93	85	64	0.46	5	11	-20	-1	-31
OCCNC(=S)NC1CCCCC1
→ 104	101	98	0.68	-34	0	-12	4	6
CCOC(=O)c1ccc2[nH]c(C)cc(=O)c2c1
→ 107	93	99	0.29	-15	8	-12	13[fluorescence artefact?]	-20
COc1ccc(CCNC(=O)CSc2nnc(CNC(=O)c3cccs3)o2)cc1OC
→ 96	106	98	-0.02	16	15	-12	11	-18
COc1ccc(CNC(=O)C2CCCN(S(=O)(=O)c3cc(C)ccc3OC)C2)cc1 (stereo not drawn)
→ 93	101	94	0.49	8	5	-16	7	-6
COc1ccc(NC(=O)Nc2ccc3c(c2)N(C)C(=O)CS3)cc1Cl
→ ·	·	·	-2.1	17	-19	5	·	3
Cc1ccnc(NC2c3ccccc3C(=O)N2Cc2ccccc2Cl)c1 (stereo not drawn)
→ 99	79	83	·	·	·	·	-6	·
CCN(CC)c1ccc(/C=N/NC(=O)OC)c(O)c1
→ ·	·	·	-0.13	-6	-23	-4	·	8
CCC(C)NCCCOc1cc(Cl)ccc1Cl (stereo not drawn)
→ 101	84	78	-0.76	-14	-5	-5	16	-16
CCN1C(=O)c2ccccc2S(=O)(=O)c2ccc(C(=O)NCc3cccnc3)cc21
→ 103	95	98	·	9	4	-1	0	3
CCOC(=O)C1CCN(C(=O)c2ccc(OCC)c(OCC)c2)CC1
→ 54	92	82	0.09	-80	3	-13	2	-14
O=C(c1ccco1)N1CCN(C(=O)c2snc3ccc(Cl)cc23)CC1
→ 99	92	91	-0.95	5	-12	6	11	-7
CCc1cccc(NC(=O)CN(c2ccc(OC)cc2)S(=O)(=O)c2c(C)n[nH]c2C)c1
→ 91	78	80	-3.2*	-35	4	-31	4	4
CC(C)OC(=O)c1ccc(N2C(=O)C3CC=CCC3C2=O)cc1 (stereo not drawn)
→ 104	104	93	-0.14	-15	23	-18	-1	14
CC1CC2(NC(=O)NC2=O)C(C)CN1C (stereo not drawn)
→ 92	101	95	0.95	14	14	·	-3	-3
Clc1ccc(CCNc2ncnc3nc[nH]c23)cc1
→ ·	·	·	·	-29	2	-14	·	-10
CC1=CC(C)(C)N2C(=O)C3(C(C#N)=C(N)OC4=C3C(=O)CC(C)(C)C4)c3c(C)c(C)cc1c32 (stereo not drawn)
→ 73	70	79	-0.44	0	8	-60	-12	·
Cc1c(NC(=O)CSc2nc3ccccc3n2C)c(=O)n(-c2ccccc2)n1C
→ 93	95	81	0.2	-15	-28	-45	9[fluorescence artefact?]	3
CCN1CCN(Cc2c(O)c(Cl)cc3c(C)cc(=O)oc23)CC1
→ 108	99	102	0.01	-6	-14	-13	12	-20
COc1ccc(Nc2ncnc3c2cnn3-c2ccccc2)cc1OC
→ 112	90	37*	·	-22	12	-22	-5	0
Cc1cc2ncn(C3CC(=O)N(Cc4ccccc4)C3=O)c2cc1C (stereo not drawn)
→ 97	90	90	-1	-43	·	·	-12	·
O=C(Nc1ccc(N2CCOCC2)c(Cl)c1)c1cccc(F)c1
→ 101	91	65	-0.53	-2	5	-15	-1	-4
COC(=O)C1CCN(Cc2cc(=O)oc3cc(OC)ccc23)CC1
→ 102	91	87	-0.55	19	-3	-33	-3	42
Cc1ccc(-c2noc(-c3cccs3)n2)cc1
→ 86	87	40*	0.21	·	·	·	-1	·
Cc1cnc(NC(=O)CSc2nnc(Cc3ccccc3)n2C)s1
→ 92	89	84	-0.22	-36	13	-15	-2	-29
CCOC(=O)C1(C(F)(F)F)N=C(N(C)C)OC(N(C)C)=N1
→ 102	96	101	0.18	-42	6	-7	3	-40
COc1cc(C(=O)OCC(=O)NC2CCCC2)cc(NC(=O)c2ccco2)c1OC
→ 103	101	85	0.29	-2	10	-27	-7	-1
CCOC(=O)c1[nH]c2cc3c(cc2c1CCCN1C(=O)c2ccccc2C1=O)OCCO3
→ 99	74	59	-1	8	-3	10	-4	-21
COc1cc2cc(C)c3nnc(SCC(N)=O)n3c2cc1OC
→ 90	97	86	·	·	·	·	4	·
O=C(CC1SC2=NCCN2C1=O)Nc1ccc(Cl)cc1 (stereo not drawn)
→ 99	89	87	2.1	-8	12	-6	7	10
CCCSc1nc2c(cnn2-c2ccc(C)cc2)c(=O)[nH]1
→ 91	11*	13*	·	0	-4	7	17[fluorescence artefact?]	-6
CCN1CCN(CCn2c(=S)[nH]c3ccccc3c2=O)CC1
→ 105	105	90	0.38	-22	-14	-17	13	2
Cc1cccc(NS(=O)(=O)Cc2ccccc2)n1
→ 93	97	63	0.15	-8	-22	-13	4	12
COC(=O)Nc1ccccc1C(=O)N1CCCCC1
→ 97	111	106	0.67	-41	14	-11	2	6
Cc1cc(C)c(NC(=O)CC(C)(C)C)c(Cl)c1
→ 93	94	98	1.3	·	-4	-25	-4	10
CC(C)OCP(=O)(c1ccccc1)c1ccccc1
→ 94	102	99	0.31	-2	-11	-17	-6	8
CCOc1cc2c(cc1OCC)C(c1cc(OC)c(O)c(OC)c1)NCC2 (stereo not drawn)
→ 108	113	89	·	·	·	·	4	·
CCOC(=O)N1CCN(C(=O)c2cnn(-c3ccccc3)c2NC(=O)c2ccccc2F)CC1
→ 97	100	97	0.28	·	·	·	-8	·
Cc1ccc(/C=N/c2sc3c(c2C#N)CCC3)o1
→ 98	71	88	0.41	-18	22	-2	-13	-24
O=C(c1ccc2nc(N3CCCCC3)sc2c1)N1CCN(c2ccccn2)CC1
→ 102	109	93	·	·	·	·	0	·
CCN1CCN(CC(=O)n2c3c(c4ccccc42)CC(C)CC3)CC1 (stereo not drawn)
→ 91	81	70	0.83	-46	·	·	1	·
COc1cc(CC(=O)Nc2nccs2)cc(OC)c1OC
→ 103	97	95	-0.2	·	·	·	-7	·
COC(=O)C(NC(C)=O)(Nc1nc2ccc(S(C)(=O)=O)cc2s1)C(F)(F)F (stereo not drawn)
→ 106	100	84	0.49	·	·	·	-7	·

(next part)
Under each structure – Fibroblast inh	HUVEC inhibit	H69AR growth 86K	PTK2B oligo ant	HUVEC tox IL1B	VCAM1 TNFa inh	HUVEC tox TNFa	Smad3 inh	cytoskel mod
Cc1nc(N)nc(-c2ccccc2O)n1
→ 110	100	91	-0.89	5	3	-24	14[fluorescence artefact?]	21
CCOC(=O)C1=C(C)N(c2ccc(C)c(C)c2)C(=O)/C1=C\c1ccco1
→ ·	·	·	-0.07	-5	-2	0	·	-2
COc1ccc(/C=N/NC(=O)Cc2csc(Nc3cccc(C(F)(F)F)c3)n2)c(OC)c1
→ ·	·	·	-0.88	8	-3	-11	·	1
CCCOc1ccc(C(=O)NCCO)cc1
→ 98	101	101	0.28	-156	-6	-23	11	-6
COc1ccc(OCCCC(=O)Nc2ccc3c(c2)OCCO3)cc1
→ 101	102	83	-0.53	-29	6	1	2	8
CCOC(=O)C1C(=O)CC(C)(O)C(C(=O)OCC)C1c1ccc(N(CC)CC)cc1 (stereo not drawn)
→ 95	96	72	-0.11	-17	-3	-20	-7	12
CC12CCC(=O)N1C(C(=O)Nc1cccc3ccccc13)CS2 (stereo not drawn)
→ 93	94	94	-0.23	·	·	·	6	·
COc1nnc(-c2ccc(N3CCCCC3)c(NC(C)=O)c2)c2ccccc12
→ 102	92	79	-1.1	-12	-5	2	18	·
O=C(CSCC(=O)c1ccccc1)Nc1ccccc1Cl
→ ·	·	·	0.12	6	3	-21	·	-7
O=C(CSc1ccc2nnc(-c3ccncc3)n2n1)Nc1ccccc1F
→ 95	91	104	·	30	-14	8	5	-26
COc1ccccc1-n1cnc2cc(NCc3cccs3)ccc21
→ 46*	41	27*	-1.4	11	82*	52	-3	32*
COC(=O)c1cc2occc2n1CC(=O)Nc1ccc(OC)c(OC)c1OC
→ ·	·	·	0.28	-2	-6	-12	·	-9
CCOc1ccc(NS(=O)(=O)c2ccc(NC(=S)NC(=O)CC(C)C)cc2)cc1
→ ·	·	·	0.74	-2	-3	-24	·	-11
CCOC(=O)c1c[nH]c2c(Cl)c(Cl)ccc2c1=O
→ 116	105	101	1.9	-9	-4	-10	16	·
N#Cc1nc(COc2ccc(-c3ccccc3)cc2)oc1NCc1cccnc1
→ 91	70	50	-1	-82	-13	-22	-4	-14
COc1ccc(N2CCN(C(=O)COc3ccccc3)CC2)cc1
→ 104	112	85	·	-17	18	43	7	28
N#CC1=C(N)Oc2cc(O)ccc2C1c1ccccc1 (stereo not drawn)
→ 89	84	64	-1.1	·	·	·	1	·
O=C(NC1CCCCC1)C(c1ccccc1)N1CCCC1 (stereo not drawn)
→ 97	104	95	0.02	·	·	·	-3	·
